# Compound activity from PubChem BioAssay.
# Rab2 wt GTP – changes GTP binding to wildtype dog Rab2A, up or down; P61105; GST-Rab2 wt beads, Bodipy-GTP binding, flow cytometry; GTP binding activity, % at 10 µM; 0.19% of 190,000 active; AID 760;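 active means GTP binding activity at least 20 points away from 100%, either lowered or raised; inconclusive means signal likely due to the compound's own green fluorescence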;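 further: 0% = beads with excess unlabeled GTP and 100% = no-compound control corrected for plate trend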
# Bim-Mcl-1 – disrupts Bim peptide binding to human Mcl-1. Q07820. inhibition, % at 10 µM. Bead-based flow cytometry, Bim peptide-Mcl-1 binding. 0.1% of 190,000 active; in the data active means inhibition above about 40%;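 further: 0% = no compound tracer wells and 100% = peptide blocker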
# Target sequence (Q07820 whole entry, looked up): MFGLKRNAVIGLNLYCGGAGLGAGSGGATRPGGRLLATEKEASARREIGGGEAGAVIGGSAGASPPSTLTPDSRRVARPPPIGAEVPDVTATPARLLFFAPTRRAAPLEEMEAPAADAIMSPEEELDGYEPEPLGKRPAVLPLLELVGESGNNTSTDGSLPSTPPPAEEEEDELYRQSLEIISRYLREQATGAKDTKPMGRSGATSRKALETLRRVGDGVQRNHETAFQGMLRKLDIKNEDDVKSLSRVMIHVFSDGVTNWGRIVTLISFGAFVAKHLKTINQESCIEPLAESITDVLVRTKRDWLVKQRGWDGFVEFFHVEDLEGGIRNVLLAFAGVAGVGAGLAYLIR
# RGS8-Gao – human RGS8-Galphao interaction regulation. P09471. multiplexed bead flow cytometry, RGS8-Galphao binding; actives lie on both sides. response (percent of control binding), % at 10 µM. 0.34% of 220,000 active. AID 1423; in the data active means response below about 60% or above about 140%; inactive means in between;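 further: Galphao activated as the GDP aluminium fluoride complex binding bead-coupled RGS8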
# Target sequence (P09471 whole entry, looked up): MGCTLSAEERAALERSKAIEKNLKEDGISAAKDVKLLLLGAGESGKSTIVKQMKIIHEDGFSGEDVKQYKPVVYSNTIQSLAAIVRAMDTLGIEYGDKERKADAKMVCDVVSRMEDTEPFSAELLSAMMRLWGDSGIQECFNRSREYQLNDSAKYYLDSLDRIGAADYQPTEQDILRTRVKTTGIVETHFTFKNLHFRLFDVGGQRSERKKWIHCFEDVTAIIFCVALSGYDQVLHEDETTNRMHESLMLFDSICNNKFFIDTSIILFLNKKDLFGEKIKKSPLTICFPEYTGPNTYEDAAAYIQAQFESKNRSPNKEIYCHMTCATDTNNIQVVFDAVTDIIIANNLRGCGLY
# Mcl1 Bid PPI – disrupts binding of human Mcl-1 to Bid peptide. Q07820. TR-FRET Mcl-1/Bid-Dy647 peptide binding, 1536-well. inhibition, % at 21.7 µM. 0.97% of 220,000 active. AID 1021;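 active means compounds that cut the binding signal by more than half at the single screening dose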;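 further: His-tagged Mcl-1 with europium anti-His antibody binding Bid BH3 peptide; 0% = Mcl-1 plus peptide wells and 100% = peptide-only wells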
# Mcl1-Noxa inh – Mcl-1/Noxa interaction inhibition | Q07820 | TR-FRET Mcl-1/Noxa peptide binding, 2 h | inhibition, % at 21.7 µM | 1.5% of 220,000 active | AID 1022;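 active means compounds that cut the protein-peptide binding signal by more than 50% relative to plate controls in a single-dose test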;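 further: His-tagged Mcl-1 with rhodamine Noxa BH3 peptide and terbium anti-His antibody; 0% = Mcl-1 plus Noxa peptide wells and 100% = peptide-only wells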
# Pf gamet viab – P. falciparum stage V gametocyte viability inhibition. P. falciparum stage V gametocytes, ATP luminescence, 24 h. inhibition, % at 10.9 µM. 0.065% of 150,000 active;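 active means inhibition above the mean plus 3 SD of compounds within the control limits, set per campaign, cut at about 38% in these data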;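 further: 0% = DMSO wells and 100% = medium only without gametocytes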
# Rab7 wt GTP bind – dog Rab7 wildtype GTP binding, inhibitors and activators. GST-Rab7 beads, fluorescent GTP binding, flow cytometry; actives lie on both sides; untreated = 100%, excess cold GTP = 0%. GTP binding activity (percent of control), % at 10 µM. 0.055% of 190,000 active;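 active means fluorescent GTP binding to Rab7 beads changed by at least 20 points from the 100% baseline, either direction, mostly lower; inconclusive means compound itself probably fluorescent, or too few beads counted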;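 further: median green fluorescence of bound Bodipy-FL-GTP per Rab7 bead population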
# Rac1 act GTP bind – alters GTP binding to activated mutant human Rac1; 0.11% of 190,000 active; percent activity (GTP binding), % at 10 µM; GST-Rac1 activated beads, fluorescent GTP binding, flow cytometry; actives lie on both sides; 100% means binding = to untreated wells; AID 764; P63000;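 active means GTP binding at least 20 percentage points away from the 100% baseline, in either direction, so actives lie on both sides; inconclusive means Compound likely fluorescent itself, or too few beads counted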
# Rac1 wt modul – modulators of human Rac1 wildtype GTP binding; P63000; GST-Rac1 beads, fluorescent GTP binding, flow cytometry; actives lie on both sides; 0 = cold GTP competed, 100 = untreated; GTP binding activity (% of control), % at 10 µM; 0.27% of 190,000 active;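 active means GTP binding activity at least 20 points away from the 100% control level, either lower or higher; inconclusive means compound flagged as likely green fluorescent, judged across all proteins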
# Cdc42 wt – human Cdc42 wildtype GTP binding change, either direction | P60953 | GST-Cdc42 beads, Bodipy-GTP binding, flow cytometry; actives lie on both sides | percent activity (GTP binding), % at 10 µM | 0.2% of 190,000 active | AID 761;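 active means percent activity GTP binding at least 20 points away from the 100% baseline, either down as inhibitor or up as activator; inconclusive means compound flagged as likely green fluorescent from well-wide comparison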;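 further: median bead fluorescence of bound Bodipy-FL-GTP at 100 nM; 0% = excess unlabeled GTP control and 100% = no compound control; below 100% means less GTP binding so inhibitor and above means activator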
# HRas wt GTP bind – modulators of GTP binding to human HRas wildtype; 0.14% of 190,000 active; GST-Ras wt beads, Bodipy-FL-GTP binding, flow cytometry; actives lie on both sides; P01112; AID 759; GTP binding activity, % at 10 µM;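 active means GTP binding activity at least 20% away from the 100% baseline, either lowered as inhibitor or raised as activator; inconclusive means flagged as likely green fluorescent, judged across all proteins in the well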;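 further: 0% = unlabeled GTP competition control and 100% = no-compound control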
# Target sequence (P01112 whole entry, looked up): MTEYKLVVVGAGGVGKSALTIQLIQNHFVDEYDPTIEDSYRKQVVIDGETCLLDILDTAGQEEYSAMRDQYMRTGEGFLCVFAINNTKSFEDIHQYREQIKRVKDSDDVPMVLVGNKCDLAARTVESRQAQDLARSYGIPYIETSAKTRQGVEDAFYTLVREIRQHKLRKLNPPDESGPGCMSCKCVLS
# Active calls of the source: *; ? = inconclusive; / = not tested or not shown. This is a random part of the collection (roughly 2.9% active in at least one column).
structure	Rab2 wt GTP	Bim-Mcl-1	RGS8-Gao	Mcl1 Bid PPI	Mcl1-Noxa inh	Pf gamet viab	Rab7 wt GTP bind	Rac1 act GTP bind	Rac1 wt modul	Cdc42 wt	HRas wt GTP bind
O=C(c1cc2c(cc1Br)OCCCO2)N1CCCCC1	98	-3	82	-6	-7	29	95	95	101	96	98
NS(=O)(=O)c1ccc(NC(=O)CSc2nnc(Cc3cccs3)n2-c2ccccc2)cc1	101	0	101	-16	15	/	103	99	104	101	102
CN1CCN(CCCNC(=O)c2cn(C3CCCCC3)c(=O)c3c2c2ccccc2n3C)CC1	?	0	99	-8	23	-43	?	?	?	?	?
CN(C)C(=O)COC(=O)c1ccccc1NC(=O)c1ccco1	97	-2	91	-10	16	6	101	94	99	96	100
CS(=O)(=O)N1CC(C(=O)O)Oc2ccc(CC(=O)O)cc21 (stereo not given)	93	0	96	-11	25	0	90	93	98	96	95
CCCCCC(O)c1cccc(OCc2ccc3ccccc3n2)c1 (stereo not given)	94	-3	104	7	-18	/	94	99	100	98	98
OCCN(Cc1ccccc1)CC1CC=CCC1 (stereo not given)	100	-1	103	25	27	/	99	98	99	102	101
CC(=O)Nc1c(O)[nH]c2ccccc12	100	-4	98	-18	22	/	101	98	105	98	99
O=C(N/N=C/c1coc2ccccc2c1=O)c1cn(-c2ccccc2)nc1-c1ccccc1	90	10	83	-44	-41	22	93	92	94	95	89
Cc1[nH][nH]c(=O)c1/C=N/N1CCOCC1	101	0	98	-27	-1	11	103	95	99	97	99
CC(=O)Nc1ccc(/C=N/NC(=O)c2cc3ccccc3nc2C)cc1	97	0	103	-5	21	-7	98	98	97	96	95
COc1ccc2oc(-c3ccccc3[N+](=O)[O-])cc(=O)c2c1	95	0	101	-14	-21	-11	96	92	94	91	94
Nc1nc2ccccc2n1/N=C/c1ccc([N+](=O)[O-])s1	98	0	99	19	36	-2	99	100	102	102	100
O=C(CSc1ccc(-c2cccs2)nn1)c1cccs1	96	2	101	-13	15	-26	94	97	96	97	96
CCOC(=O)CSc1nnc(-c2ccccc2NC(=O)c2ccccc2)o1	102	-4	103	-9	-21	/	102	100	107	100	103
CC(C)N1CCc2c(sc(NC(=O)c3ccc(S(=O)(=O)N4CCc5ccccc54)cc3)c2C(N)=O)C1	95	-1	137	16	72*	/	93	96	99	97	96
COC(=O)C1CCN(C(=O)Cc2ccc(C)cc2)CC1	101	1	101	-5	-4	/	101	101	103	99	101
CC(C)(C)n1nc(-c2ccc(F)cc2)c2c(N)ncnc21	98	-2	101	-18	-5	/	97	100	103	100	101
CC(C)CCNC(=S)Nc1ccccc1F	98	0	101	-66	5	-10	103	98	105	100	100
O=C(COc1c(F)c(F)c(C(F)(F)F)c(F)c1F)Nc1ccc(N2CCOCC2)c(Cl)c1	96	1	99	-10	3	/	97	94	98	98	98
O=C(CSc1nnc(C2CC2)n1Cc1ccccc1)c1cc2ccccc2o1	107	-3	102	6	-1	-22	106	101	111	103	106
O=C(Nc1ccc(Br)c2cccnc12)c1ccc(Cn2cc(Cl)cn2)o1	95	0	102	-7	11	-1	98	91	96	91	96
Cc1ccccc1NC(=S)NC1CC2CCC(C1)N2Cc1ccco1 (stereo not given)	105	-6	119	-32	9	/	102	100	105	107	105
CCOC(=O)/C(=C\c1ccccc1)C(=O)c1cc(C(C)=O)c(Nc2ccccc2)s1	99	0	102	-4	9	/	101	99	104	100	101
CCO[C@@H]1OC(C(N)=O)=C[C@H](c2ccccc2)[C@H]1CCCO	99	0	105	-6	-4	/	105	96	97	96	98
Cn1nc(C(=O)NC(C)(C)C)c2ccccc21	98	0	101	-15	0	1	102	101	102	100	101
CC(C)(C)c1ccc(S(=O)(=O)N2CCCC2C(=O)NC2=NCCS2)cc1 (stereo not given)	100	0	103	-1	4	-28	101	101	106	103	102
CCCC(=O)CN1C(=O)C2(OCCO2)c2ccccc21	109	-5	102	9	4	20	107	100	108	105	107
Cc1nn(-c2ccccc2)c2nc(Cl)c(C(=O)O)cc12	93	0	97	17	5	/	94	95	99	103	94
COc1ccccc1C(=O)NCCC(=O)N1CC(=O)Nc2ccccc21	102	23	101	2	9	2	101	99	107	101	100
Cn1c(=O)c2c(ncn2CC(N)=O)n(C)c1=O	102	-1	100	-29	-5	/	102	99	105	102	101
COc1cccc(C2C3=C(CCCC3=O)Nc3[nH]n(-c4ccccc4)c(=O)c32)c1 (stereo not given)	96	4	102	-20	4	26	99	95	99	94	97
CC(=O)Nc1cc(C)nn1-c1nc2ccccc2s1	90	-1	102	-6	5	-7	93	90	86	89	90
COc1ccc(NC(=O)COC(=O)CC2CC3CCC2C3)c([N+](=O)[O-])c1 (stereo not given)	97	-6	99	-14	-9	-27	97	99	99	96	97
Cc1ccc(NC(=S)NNC(=O)CSc2nnc(-c3ccc(Cl)cc3)n2C2CCCCC2)cc1	94	-2	100	-40	-34	-17	98	93	97	95	96
c1ccc(CNc2cnccn2)cc1	103	0	100	-28	-2	2	100	101	108	101	103
Cc1cccc(CCN(Cc2cc3cccc(C)c3[nH]c2=O)C(=O)N2CCOCC2)c1	95	1	104	-3	-5	/	94	96	97	97	97
COc1ccc([N+](=O)[O-])cc1NC(=O)c1cncc(Br)c1	96	0	97	-30	15	/	98	92	94	97	93
COc1ccc(NC2=Nc3cccc4cccc2c34)cc1OC	101	0	103	-68	37	/	97	101	103	100	101
COc1ccc(N(C(=O)c2cnsn2)C(C(=O)NC2CCCCC2)c2ccncc2)cc1 (stereo not given)	99	-8	89	-39	12	10	95	101	103	98	98
Cc1cccc(N2C(=O)CC(Sc3nc(-c4ccccc4)c4cc(Cl)ccc4n3)C2=O)c1 (stereo not given)	100	-2	100	-2	-20	-1	97	101	105	99	101
CC(c1ccco1)N(C(=O)c1ccc(C#N)cc1)c1ccccn1 (stereo not given)	100	2	103	-17	3	-14	99	100	101	101	101
Cn1nnc(NC(=O)c2ccccc2F)n1	98	3	96	-9	-7	/	95	96	99	97	97
Cc1cc2cc(NC(=O)c3ccco3)ccc2[nH]1	102	-2	101	-17	9	/	102	97	105	104	101
COc1ccc(C(CNC(=O)Cn2[nH]c(=O)c3ccccc3c2=O)N2CCCC2)cc1 (stereo not given)	98	-3	97	-6	-14	/	97	97	96	102	99
Cc1ccc(C(C)C)c(OCc2ccc(C(=O)N/N=C/c3ccc(O)c(O)c3)cc2)c1	95	0	88	-10	46	/	98	96	98	94	99
Cc1cc(C(=O)OCC(=O)NCc2ccc3c(c2)OCO3)c2ccccc2n1	95	-3	103	-25	5	-7	97	92	94	94	95
O=C(c1ccco1)N1CCN(c2ncnc3c2[nH]c2ccc(Br)cc23)CC1	98	-1	99	-8	47	/	102	98	101	99	99
CCN(CC)C(=O)Cn1cc(SCC(=O)NC2CCCC2)c2ccccc21	97	0	99	-26	-5	22	102	97	102	98	100
CCS(=O)(=O)n1nc(-c2ccccc2)nc1SCc1ccccc1	99	-3	98	-12	-10	4	99	93	102	99	100

# New compounds follow:
structure	Rab2 wt GTP	Bim-Mcl-1	RGS8-Gao	Mcl1 Bid PPI	Mcl1-Noxa inh	Pf gamet viab	Rab7 wt GTP bind	Rac1 act GTP bind	Rac1 wt modul	Cdc42 wt	HRas wt GTP bind
CC1(C)Cc2c(sc3nn[nH]c(=O)c23)CO1	96	-1	96	-21	-2	-9	95	99	101	102	98
CC(C)n1c(N2CCN(C(=O)Nc3ccc(Cl)cc3)CC2)nc2ccccc21	100	-6	102	-23	-4	-4	104	97	100	98	101
c1ccc(-c2nc3nc4ccccc4nc3n2Cc2ccco2)cc1	?	6	98	-3	8	/	?	?	?	?	?
CCN(CC)S(=O)(=O)c1ccc(NC(=O)COC(=O)c2ccc(Br)o2)cc1	105	-3	102	3	-3	/	106	101	103	105	106
N#Cc1cc2c(nc1SC1CCCCC1O)CCCC2 (stereo not given)	96	0	97	-24	1	/	95	96	95	95	96
CCN(CC)S(=O)(=O)c1ccc(C(=O)NCc2n[nH]c(=S)n2Cc2ccccc2)cc1	95	-2	95	-71	8	/	93	100	100	94	93
CCOC(=O)c1c(N)sc(C(O)(C(F)(F)F)C(F)(F)F)c1-c1ccc(OC)cc1OC	100	-5	103	-5	20	-13	103	99	105	100	102
O=[N+]([O-])c1ccc(N2CCN(S(=O)(=O)c3ccc4ccccc4c3)CC2)cc1NCC1CCCO1 (stereo not given)	98	-1	102	-45	25	2	99	101	106	105	102
CCOC(=O)C1=C(C)Nc2ccccc2N=C1NC(=O)c1ccc(Cl)c(S(=O)(=O)N2CCCC2)c1	101	0	106	-53	-149	/	108	96	101	98	103
Cc1cc(SCNC(=O)c2ccccc2)nc(C(C)C)n1	101	-4	106	-33	12	6	96	97	99	97	97
Cc1cc2oc(=O)cc(C)c2c(=O)o1	98	-2	106	1	8	9	96	98	99	101	98
CCOc1ccc(C(CC(=O)O)n2cnnn2)cc1 (stereo not given)	94	0	93	-12	2	1	94	95	97	92	94
Cc1cc(C)cc(NC(=O)c2nccnc2C(=O)O)c1	101	0	101	8	3	/	101	96	100	100	99
CCOc1ccccc1-c1nnc(SCC(=O)NC2CC3CCC2C3)n1CC (stereo not given)	100	1	98	-32	-3	/	101	99	102	100	101
O=C(CNC(=O)c1ccccc1F)NCCOc1ccccc1Cl	96	-1	106	12	3	28	99	100	100	97	98
O=C(CCC(=O)c1ccc(Oc2ccccc2)cc1)Nc1cccc(Cl)c1Cl	?	-4	103	-20	-2	-22	?	?	?	?	?
CC(=O)N1N=C(c2ccncc2)OC12CCCCC2	102	0	103	12	-6	/	99	98	103	104	101
Cc1cc(C)n2nc(C(F)(F)F)c(-c3ccccc3)c2n1	93	1	90	-9	3	/	97	94	92	95	95
O=C1CCC(=O)N1c1ccc(CSc2nc3ccccc3[nH]2)cc1	101	-3	102	-7	-3	1	101	99	99	101	101
CC(=O)N1CCc2cc(S(=O)(=O)NC(C(=O)NC3CCCc4ccccc43)C(C)C)ccc21 (stereo not given)	100	0	103	-20	-7	/	97	99	105	102	99
FC(F)C(F)(F)C1=CC(c2cccs2)=NCCN1	98	-2	100	2	17	/	98	98	99	98	98
Cc1cccc(C)c1OCCNC(=O)CCC(=O)c1ccccc1	101	0	100	6	14	4	98	100	103	102	100
CN(C)CCCNC(=O)c1ccc(CN(c2ccccc2)S(C)(=O)=O)cc1	94	-4	120	-6	6	/	95	92	94	96	96
